# Screening data (PubChem BioAssay)
# MazF activator – increases E. coli MazEF RNase cleavage of RNA. activation, % at 20 µM. FAM/BHQ RNA-DNA oligo cleavage fluorescence, 5 h. 0.32% of 350,000 active. P0AE70. AID 504720; in the data active = activation above about 50%
# Target sequence (P0AE70 whole entry, looked up): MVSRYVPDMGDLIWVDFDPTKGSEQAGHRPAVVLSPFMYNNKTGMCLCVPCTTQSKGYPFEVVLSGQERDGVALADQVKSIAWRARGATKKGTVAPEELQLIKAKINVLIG
# BoNT-F LC inh – BoNT F light chain protease inhibition; Multiplex microsphere protease cleavage assay, flow cytometry; inhibition, % at 10 µM; 0.22% of 360,000 active; AID 588497; in the data active = inhibition above about 35%, passing the limit was not always enough; inconclusive = no clear call, values can overlap the other calls; also: plate controls were buffer without enzyme for full effect and enzyme alone for no effect
# CCHFV vOTU inh – blocks the CCHF virus ovarian tumor domain protease; CCHFV vOTU protease, Pep-AMC fluorescence; 0.55% of 370,000 active; inhibition, % at 11.5 µM; AID 651958; also: 0% = vehicle wells with enzyme and 100% = no enzyme wells
# BioA inh – BioA (M. tuberculosis) enzyme inhibition; purified M. tuberculosis BioA enzyme, plate reader; inhibition, % at 9.99 µM; 0.096% of 360,000 active; AID 602481; in the data active = inhibition above about 40%; inconclusive = no clear call, values can overlap the other calls
# FadD28 FP inh – inhibitors of Mycobacterium tuberculosis FadD28 bisubstrate binding; FadD28 bisubstrate probe binding, fluorescence polarization; inhibition, % at 12.5 µM; 0.22% of 360,000 active; in the data active = inhibition above about 8.5%, passing the limit was not always enough; inconclusive = no clear call, values can overlap the other calls
# GDH-TPI inh – counter-screen for M. tuberculosis FBA inhibitors: GDH-TPI coupled enzymes; 1.2% of 360,000 active; inhibition, % at 4.8 µM; GDH-TPI coupled enzyme counterscreen, NADH absorbance;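 also: 0% = DMSO wells and 100% = wells lacking the enzyme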
# VHR inh abs – DUSP3 (human) phosphatase inhibition; recombinant VHR phosphatase, pNPP absorbance; P51452; inhibition, % at 13.3 µM; AID 1654; 0.52% of 290,000 active; in the data active = inhibition above about 50%; also: some compounds called inactive have numbers as strong as hits
# Target sequence (P51452 whole entry, looked up): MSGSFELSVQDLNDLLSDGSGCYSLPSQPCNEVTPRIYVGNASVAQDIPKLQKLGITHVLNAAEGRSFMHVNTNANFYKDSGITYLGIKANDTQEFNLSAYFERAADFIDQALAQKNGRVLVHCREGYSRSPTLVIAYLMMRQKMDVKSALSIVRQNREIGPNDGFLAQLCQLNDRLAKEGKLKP
# Mtb UGM inh – inhibitors of M. tuberculosis UDP-galactopyranose mutase | P9WIQ1 | purified UGM, fluorescence polarization probe displacement | inhibition, % at 10 µM | 0.06% of 320,000 active | AID 504406; in the data active = inhibition above about 10%, passing the limit was not always enough; inconclusive = no clear call, values can overlap the other calls
# Rv3671c inh – inhibitors of M. tuberculosis serine protease Rv3671c; 0.048% of 320,000 active; P9WHR9; inhibition, % at 5.96 µM; in the data active = inhibition above about 38%;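 also: extracellular domain of Rv3671c used as enzyme; 0% = enzyme with DMSO and 100% = no enzyme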
# Target sequence (P9WHR9 whole entry, looked up, the tested form may be a part): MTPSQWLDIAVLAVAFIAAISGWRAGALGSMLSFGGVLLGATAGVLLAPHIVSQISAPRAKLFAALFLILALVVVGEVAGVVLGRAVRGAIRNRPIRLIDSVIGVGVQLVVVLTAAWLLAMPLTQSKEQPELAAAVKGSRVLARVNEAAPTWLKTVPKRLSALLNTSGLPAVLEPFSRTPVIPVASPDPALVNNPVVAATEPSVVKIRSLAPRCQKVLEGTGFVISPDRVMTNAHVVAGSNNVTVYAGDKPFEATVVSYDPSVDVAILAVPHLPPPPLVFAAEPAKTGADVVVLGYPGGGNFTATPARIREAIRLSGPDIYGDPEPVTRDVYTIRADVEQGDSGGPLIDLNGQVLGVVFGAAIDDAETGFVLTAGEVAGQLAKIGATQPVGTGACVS
# FBA Mtb inh – Mtb fructose-bisphosphate aldolase inhibition; purified M. tuberculosis FBA, fluorescence read-out; AID 588726; P9WQA3; inhibition, % at 1 µM; 2.3% of 360,000 active; in the data active = inhibition above about 27%;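 also: 0% = vehicle and 100% = reference inhibitor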
# Target sequence (P9WQA3 whole entry, looked up): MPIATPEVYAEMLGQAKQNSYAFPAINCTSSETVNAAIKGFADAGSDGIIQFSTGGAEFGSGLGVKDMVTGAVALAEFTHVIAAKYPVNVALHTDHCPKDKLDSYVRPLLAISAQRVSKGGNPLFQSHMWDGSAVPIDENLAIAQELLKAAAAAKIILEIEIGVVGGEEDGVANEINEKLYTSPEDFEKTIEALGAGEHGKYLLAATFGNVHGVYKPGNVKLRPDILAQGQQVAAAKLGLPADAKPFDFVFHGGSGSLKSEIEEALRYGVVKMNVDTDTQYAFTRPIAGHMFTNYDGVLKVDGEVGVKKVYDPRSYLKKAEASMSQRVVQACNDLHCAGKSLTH
# Active calls of the source: *; u = inconclusive; x = not tested or not shown; + = active, no number. Rule as the data show it, unless noted: active = inhibition above about 30%; inactive = the rest.
# Each structure is followed by: MazF activator | BoNT-F LC inh | CCHFV vOTU inh | BioA inh | FadD28 FP inh | GDH-TPI inh | VHR inh abs | Mtb UGM inh | Rv3671c inh | FBA Mtb inh
(1) COc1ccccc1-n1nnnc1SCC(=O)NCC1(N2CCOCC2)CCCCC1
 : 1 | -1 | -4 | 0.6 | -0.1 | -9 | x | 4.1 | 9 | 2
(2) O=c1c2ccccc2oc2ccccc12
 : x | 10 | 2 | -1.6 | -0.6 | 12 | x | x | x | 2
(3) COC(=O)c1ccc(Cn2cnc3c(N)ncnc32)cc1
 : -9 | 0 | 12 | 0.5 | -2.2 | 12 | x | x | x | 3
(4) O=C(CN1C(=O)c2cccc3cccc1c23)NCc1ccccn1
 : 4 | 13 | -5 | 0.2 | 0.1 | 9 | 19 | 1.3 | -10 | -4
(5) COc1cc(-c2csc(CCn3nc(C)cc3C)n2)cc(OC)c1OC
 : -6 | -6 | -2 | x | 0.0 | 2 | -1 | -0.8 | 10 | 1
(6) CCCNC(=O)c1cc(C2CCCCN2C(=O)CCc2ccccc2)on1 (centres undefined)
 : x | -5 | -1 | 1.4 | -1.4 | 0 | x | x | x | 1
(7) CCOC(=O)C1=C(C)N(C)C(=S)NC1c1ccc(Cl)cc1Cl (centres undefined)
 : -9 | -7 | 4 | x | -1.2 | 17 | -1 | 2.8 | -13 | 0
(8) CCc1cc(SC#N)cc(C)c1NC(=O)CCl
 : 3 | 1 | -15 | x | -1.4 | 4 | 7 | -0.7 | -16 | 1
(9) N#CCSc1nnc2c(Cl)cc(Cl)cn12
 : 1 | -7 | -10 | 1.1 | -3.9 | 4 | 5 | 2.2 | 0 | 2
(10) CCOC(=O)c1cnc2c(Cl)cc(Cl)cc2c1NCCOCCO
 : 1 | -2 | -14 | -0.9 | -4.6 | 12 | 3 | -0.1 | 3 | -2
(11) O=S1(=O)CC(O)C(N(CCO)C(=S)Nc2ccccc2)C1 (centres undefined)
 : 1 | u | -3 | -1.7 | -2.9 | 5 | 27 | 1.2 | 2 | 2
(12) O=C(COC(=O)c1ccc(OC(F)F)cc1)NCCNC(=O)COC(=O)c1ccc(OC(F)F)cc1
 : -20 | 6 | 0 | -1.0 | 0.2 | 2 | -2 | -2.4 | -9 | -1
(13) CC1CCCCC1NC(=O)COc1ccccc1C#N (centres undefined)
 : 1 | -16 | -4 | 0.2 | -0.7 | 0 | x | 0.5 | 1 | -2
(14) Clc1ccc(-c2noc(CSc3nnc(Cc4cccs4)n3-c3ccccc3)n2)cc1
 : -13 | -8 | 6 | -0.5 | -4.1 | 2 | 23 | 0.8 | -2 | 1
(15) Fc1ccc(-n2nnnc2-c2ccccc2Cl)cc1
 : 4 | 3 | 9 | x | -2.8 | 8 | 2 | 0.0 | 3 | 0
(16) COc1ccc(-c2nc(C#N)c(N3CCC(C)CC3)o2)cc1
 : -3 | 8 | -18 | 1.2 | -2.5 | 4 | x | 0.5 | 5 | 115*
(17) CCCCN(CC)CCNC(=O)c1cn(-c2ccc(Cl)cc2)c(=O)c2ccccc12
 : 7 | 0 | -2 | 0.0 | -4.0 | 7 | -10 | -1.0 | 3 | -1
(18) COc1ccc(-c2nc(C#N)c(NCCCn3ccnc3)o2)cc1OC
 : 4 | -14 | -83 | 1.1 | 1.1 | 12 | -36 | 3.3 | 5 | +
(19) CCc1cccc(C)c1NC(=O)c1cccnc1
 : 12 | u | -4 | -0.3 | -1.9 | 6 | -18 | 1.0 | 0 | 2
(20) O/C(=C\c1nc2ccccc2[nH]1)c1cccs1
 : -26 | 5 | 8 | -3.4 | -2.3 | 2 | 45 | -0.5 | -2 | 1

# Down the list, quoted from above.
# MazF activator, compounds 7 to 14, in order: -9, 3, 1, 1, 1, -20, 1, -13

# Returning to the listing with the 2 entries that preceded the break.
# Each structure is followed by: MazF activator | BoNT-F LC inh | CCHFV vOTU inh | BioA inh | FadD28 FP inh | GDH-TPI inh | VHR inh abs | Mtb UGM inh | Rv3671c inh | FBA Mtb inh
(19) CCc1cccc(C)c1NC(=O)c1cccnc1
 : 12 | u | -4 | -0.3 | -1.9 | 6 | -18 | 1.0 | 0 | 2
(20) O/C(=C\c1nc2ccccc2[nH]1)c1cccs1
 : -26 | 5 | 8 | -3.4 | -2.3 | 2 | 45 | -0.5 | -2 | 1
(21) Cc1ccsc1C(=O)C1CCCN(Cc2cccc(-n3cccn3)c2)C1 (centres undefined)
 : 6 | -10 | -2 | 0.6 | -4.2 | -3 | 39 | 4.3 | -13 | 1
(22) Cc1cc(N2CCC(C)CC2)nc(SCC(=O)c2ccccc2)n1
 : 4 | 6 | 16 | 4.1 | -4.3 | -4 | 4 | -0.1 | 0 | 0
(23) CCCCCCCCNS(=O)(=O)CCNCc1ccc(OC)cc1
 : 0 | -21 | 32* | 1.2 | -2.3 | 5 | x | x | x | -1
(24) CCN(CC(=O)N1CCOCC1)S(=O)(=O)c1ccc(F)cc1
 : 9 | -6 | -12 | -1.2 | -1.0 | 3 | 17 | 0.0 | 11 | 0
(25) CCn1c(SCC(=O)OCc2ccccc2)nc2c1c(=O)n(C)c(=O)n2C
 : -2 | -7 | -8 | 2.6 | -2.9 | 6 | 0 | 3.2 | -4 | -1
(26) CCn1ccnc1CN(C)Cc1cn[nH]c1-c1ccc(OC)c(F)c1
 : 1 | -3 | -2 | 0.1 | -0.7 | 1 | 13 | 1.2 | 3 | -1
(27) CC(C)(C)C(=O)Nc1ccc(N=Nc2ccccc2)cc1
 : 14 | 0 | 9 | -0.1 | -1.1 | 13 | 6 | -5.3 | -6 | -3
(28) COC(=O)c1c(NC(=O)CN2CCC3(O)CCCCC3C2c2ccc(F)cc2)sc(C)c1C (centres undefined)
 : 1 | 0 | 1 | 0.8 | -2.8 | 7 | -10 | 2.7 | -20 | -2
(29) O=C(NO)c1ccccc1O
 : 4 | -4 | -12 | -1.6 | -2.2 | -3 | -7 | 0.4 | 1 | 2
(30) Cc1noc(C)c1-c1ccc2ncnc(NCC3CCCCN3C)c2c1 (centres undefined)
 : 3 | -2 | 0 | 0.3 | -0.1 | 8 | x | 1.4 | -9 | 1
(31) O=C(NC(=S)Nc1ccc(NC(=O)c2cccs2)cc1)c1ccc([N+](=O)[O-])cc1
 : 0 | -6 | -16 | -0.7 | -1.3 | 9 | 22 | 1.2 | -2 | 0
(32) COc1ccc(OC)c(/C=C2\N=C(c3ccccc3)OC2=O)c1
 : + | 15 | 3 | -4.9 | -3.5 | 8 | -12 | 7.8 | -2 | 0
(33) COc1ccccc1CNC(=O)CCS(=O)(=O)c1cccs1
 : -6 | -9 | -3 | -1.0 | -1.9 | 5 | 21 | 1.8 | -11 | -3
(34) Cc1cc(C)c2c(=O)n(CC(=O)Nc3ccc(Br)c(C)c3)sc2n1
 : -50 | -6 | 0 | x | 0.6 | 18 | 2 | 0.4 | 5 | -1
(35) O=C(OCC(=O)c1c[nH]c2ccccc12)c1cccc(S(=O)(=O)N2CCCCCC2)c1
 : -12 | -4 | 7 | -0.9 | 5.4 | 2 | 8 | 0.4 | -100 | 1
(36) CCOC(=O)c1ccc(NC(=O)c2ncn3c2C(=O)N[C@H](C)C3)cc1
 : 1 | 2 | 8 | -2.2 | -0.9 | 3 | x | x | x | 0
(37) CCCCN(C)CCCNC(=O)/C=C1\Sc2ccccc2NC1=O
 : 3 | -14 | 9 | 2.0 | -3.6 | -3 | 20 | -0.5 | 5 | -1
(38) CCNc1nc(NCC)nc(N/N=C/c2ccc(Br)cc2)n1
 : 8 | -6 | 10 | x | -1.7 | 8 | 19 | -0.6 | 5 | 0
(39) O=C(O)C1CCN(C(=O)CCc2ccccc2)CC1
 : 5 | u | 0 | x | -0.4 | 13 | 9 | 1.4 | 2 | 0
(40) O=C(c1ccc(S(=O)(=O)N2CCOCC2)cc1)N1CCN=C1SCc1cccnc1
 : 6 | -5 | 5 | -1.4 | -2.4 | 9 | 29 | 1.2 | 1 | 2

# One compound at a time, as listed above:
# `Cc1cc(C)c2c(=O)n(CC(=O)Nc3ccc(Br)c(C)c3)sc2n1` is entered as MazF activator: -50; BoNT-F LC inh: -6; CCHFV vOTU inh: 0; BioA inh: x; FadD28 FP inh: 0.6; GDH-TPI inh: 18; VHR inh abs: 2; Mtb UGM inh: 0.4; Rv3671c inh: 5; FBA Mtb inh: -1
# `Cc1noc(C)c1-c1ccc2ncnc(NCC3CCCCN3C)c2c1` (centres undefined) is entered as MazF activator: 3; BoNT-F LC inh: -2; CCHFV vOTU inh: 0; BioA inh: 0.3; FadD28 FP inh: -0.1; GDH-TPI inh: 8; VHR inh abs: x; Mtb UGM inh: 1.4; Rv3671c inh: -9; FBA Mtb inh: 1

# The list continues.
# Each structure is followed by: MazF activator | BoNT-F LC inh | CCHFV vOTU inh | BioA inh | FadD28 FP inh | GDH-TPI inh | VHR inh abs | Mtb UGM inh | Rv3671c inh | FBA Mtb inh
(41) O=C1c2ccccc2-c2cccc3cccc1c23
 : -105 | 4 | -7 | -2.6 | -2.0 | 8 | x | x | x | 3
(42) O=C(C[C@@H]1C/C=C/CC[C@@H](Cc2ccc(F)cc2)C(=O)O[C@@H](c2ccccc2)CNC1=O)NCCO
 : 3 | -5 | 4 | -0.2 | -10 | 0 | x | 0.3 | 3 | 0
(43) O=C(CN1CCSCC1)N/N=C/c1ccc(F)c(F)c1
 : -10 | 5 | -4 | 3.6 | -1.0 | 4 | -8 | 1.1 | 3 | 1
(44) Cc1c(O)c(CN2CCCC2)cc2c1oc(=O)c1ccccc12
 : -3 | -11 | -1 | 1.0 | -2.3 | 8 | 19 | 1.8 | -6 | 1
(45) Cc1ccc(C(=O)N2CCN(c3ccc(NC(=O)c4cccnc4)cc3)CC2)cc1
 : 4 | -14 | 9 | 37 | 0.0 | 6 | 16 | 0.9 | -1 | 3
(46) Cc1cc(C)cc(NC(=O)C(=S)NCc2ccccc2)c1
 : -6 | -6 | -9 | 0.2 | -0.4 | 2 | 13 | 1.7 | 0 | 4
(47) O=C(c1ccncc1)N(c1ccc2oc3c(c2c1)CCCC3)S(=O)(=O)c1cccc([N+](=O)[O-])c1
 : 3 | 2 | -11 | x | -0.6 | -3 | -4 | 1.7 | -9 | 1
(48) CCOc1cccc2c1OC1(CCCCC1)N1N=C(c3cccnc3)CC21 (centres undefined)
 : -3 | 2 | 0 | x | -5.3 | 2 | 1 | -0.4 | -3 | -1
(49) O=C(O)CCCN1C(=O)C2C3CCC(O3)C2C1=O (centres undefined)
 : -4 | 5 | 4 | 0.3 | -3.3 | 3 | -4 | -0.2 | -10 | 1
(50) CCOC(=O)C1(C)NC(c2ccc(OC)c(OC)c2)C2C(=O)N(c3cccc(C(C)=O)c3)C(=O)C21 (centres undefined)
 : -7 | -5 | 4 | 0.9 | -2.1 | 12 | x | x | x | 3
(51) CCCCN(C)c1c(C)nc2ccc(C(=O)NCCOc3ccc(OC)cc3)cn12
 : x | -3 | x | 1.3 | 0.2 | 10 | x | x | x | -2
(52) COC(=O)[C@H]1C[C@@]2(O)CN(S(=O)(=O)c3ccc(C)cc3)C[C@@]2(OC(=O)NCc2ccccc2)C[C@H]1C(=O)OC
 : 6 | -4 | 7 | -1.2 | -0.3 | 3 | x | x | x | 1
(53) Cn1cc(CCC(=O)NC2CC2)c2ccccc21
 : 8 | 4 | -6 | 0.2 | 1.5 | 0 | 10 | 1.2 | 3 | 6
(54) O=C(NCCc1ccccc1)c1cccc2c1C(=O)c1ccc(N3CCOCC3)cc1S2(=O)=O
 : -46 | -3 | 6 | -0.4 | 0.8 | 1 | x | 1.0 | -10 | -2
(55) O=C(/C=C\c1ccc2c(c1)OCO2)Nc1c2c(nn1-c1ccc(Cl)cc1)CSC2
 : -4 | -4 | -10 | -2.7 | -1.0 | 30 | 0 | -0.5 | -10 | 7
(56) Cc1nc(SCC(=O)NC(=O)NCCC(C)C)c2c(-c3cccs3)csc2n1
 : -2 | -7 | -8 | x | 0.0 | 7 | -33 | -2.7 | -7 | 2

# Looked up above:
# CCHFV vOTU inh with cpd 6 → -1
# VHR inh abs with cpd 46 → 13
